OXTR agonist: agonists of human oxytocin receptor; 0.32% of 320,000 active; CHO-OTR cells, Fluo-8 calcium fluorescence; normalized: DMSO 0%, oxytocin 100%; activation, % at 3 µM;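 active means activation above the mean of all tested compounds plus 3 SD, cutoff set per screening run, cut at about 20% in these data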;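 further: peak over basal fluorescence ratio from a 100 s FLIPR kinetic read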
Target sequence (P30559 whole entry, looked up): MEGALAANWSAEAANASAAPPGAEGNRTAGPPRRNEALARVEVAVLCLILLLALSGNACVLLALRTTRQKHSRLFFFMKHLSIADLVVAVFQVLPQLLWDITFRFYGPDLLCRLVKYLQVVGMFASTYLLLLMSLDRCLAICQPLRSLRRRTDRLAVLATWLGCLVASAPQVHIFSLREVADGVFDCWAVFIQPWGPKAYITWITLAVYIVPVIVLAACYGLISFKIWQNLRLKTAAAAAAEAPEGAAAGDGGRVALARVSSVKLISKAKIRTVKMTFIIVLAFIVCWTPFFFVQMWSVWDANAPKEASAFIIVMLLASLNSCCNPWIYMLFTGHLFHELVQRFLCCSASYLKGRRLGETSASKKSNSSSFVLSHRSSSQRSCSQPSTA
TAAR1 antag: antagonists of human TAAR1; Q96RJ0; inhibition, % at 3 µM; 1.5% of 360,000 active; CHO RD-HGA16 TAAR1, Fluo-8 calcium fluorescence, antagonist;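 active means inhibition above a per-plate cutoff, the mean inhibition of test compounds on that plate plus 3 SD, cut at about 49% in these data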;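 further: 0% = DMSO plus EC80 beta-PEA response and 100% = DMSO alone without agonist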
Target sequence (Q96RJ0 whole entry, looked up): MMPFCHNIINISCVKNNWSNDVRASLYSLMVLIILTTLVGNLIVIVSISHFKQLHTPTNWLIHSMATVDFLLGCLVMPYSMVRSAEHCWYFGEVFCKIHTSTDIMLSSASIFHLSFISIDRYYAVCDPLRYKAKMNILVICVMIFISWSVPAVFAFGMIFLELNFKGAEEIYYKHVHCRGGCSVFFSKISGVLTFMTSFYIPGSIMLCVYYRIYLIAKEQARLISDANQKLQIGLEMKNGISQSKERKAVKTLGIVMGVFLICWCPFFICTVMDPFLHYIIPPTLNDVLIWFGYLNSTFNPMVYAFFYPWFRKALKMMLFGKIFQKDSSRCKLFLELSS
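System: CHO RD-HGA16 cells bearing hTAAR1. Reagent: EC80 β-phenethylamine stimulus. Schedule: seeding 17-24 h prior, 75-min 37 °C, 30-min RT dye loading. Signal: Fluo-8 intracellular calcium dye fluorescence, real-time kinetic reads. Read-out: % inhibition from peak post-agonist over basal fluorescence ratio. Benchmarks: vehicle wells and EC80 agonist wells. Replicates: n of 1.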
GPR7 antag: antagonists of human GPR7 (neuropeptides B/W receptor 1) | GPR7-expressing cells, fluorescence antagonist assay | AID 1861 | P48145 | inhibition, % at 4.4 µM | 1.1% of 290,000 active; in the data active means inhibition above about 16%, passing the limit was not always enough;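 further: cells stimulated with the agonist NPW; 0% = agonist with vehicle and 100% = vehicle without agonist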
Target sequence (P48145 whole entry, looked up): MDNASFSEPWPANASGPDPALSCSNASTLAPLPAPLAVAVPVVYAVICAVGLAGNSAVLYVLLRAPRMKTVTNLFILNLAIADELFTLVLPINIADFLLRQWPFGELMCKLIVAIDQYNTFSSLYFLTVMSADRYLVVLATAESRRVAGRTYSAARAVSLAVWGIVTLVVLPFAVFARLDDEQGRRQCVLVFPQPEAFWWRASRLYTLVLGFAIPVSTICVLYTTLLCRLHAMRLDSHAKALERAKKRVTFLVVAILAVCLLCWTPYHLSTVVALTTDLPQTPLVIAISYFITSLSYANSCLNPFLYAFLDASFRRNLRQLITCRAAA
CHO parental Ca: signal in parental CHO cells, OX1R antagonist counter-screen; parental CHO-K1, ATP-induced calcium, Fluo-8 fluorescence; 0.63% of 330,000 active; inhibition, % at 5.6 µM; AID 463079;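 active means inhibition above that plate's mean sample inhibition plus 3 SD, cut at about 26% in these data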;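 further: 0% = ATP-challenged DMSO wells and 100% = DMSO wells without ATP; some compounds past the cut are filed as inactive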
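material = parental CHO cells | also added = ATP as calcium-mobilizing challenge | dosing = single point at 5.6 µM | detection = intracellular calcium via Fluo-8 no-wash fluorescent dye | read-out = % inhibition | benchmarks = low control ATP plus DMSO, high control DMSO only | repeats = one well per compound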
OXTR potentiate: potentiators of human oxytocin receptor; AID 2445; CHO-OTR cells, Fluo-8 calcium fluorescence, potentiator mode; 0% = oxytocin EC15, 100% = EC100; 0.061% of 320,000 active; activation, % at 3 µM; P30559;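 active means activation above that plate's cutoff, the mean activation of tested compounds plus 3 SD, cut at about 6.6% in these data, passing the limit was not always enough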;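 further: 100% uses oxytocin at 75 nM as the full agonist control; some results filed as inactive read as strong as hits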
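Material: human OTR in CHO cells. Compound: 3.0 µM, one dose. Timing: compound 6 min at room temperature before oxytocin, 100 s read. Evaluation: % activation of max/min ratio relative to oxytocin controls. Replication: single well per compound, singlicate. Signal: Fluo-8 calcium dye fluorescence.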
CHO-K1 Ca PAM: M1 PAM counterscreen hit in parental CHO-K1 cells; ATP EC20, Fluo-8 calcium fluorescence; 0% at ATP EC20, 100% at ATP max; activation, % at 3 µM; 0.02% of 360,000 active; AID 602247;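 active means activation above the run cutoff, the mean activation of all test compounds plus 3 SD, cut at about 40% in these data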;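 further: peak over basal fluorescence ratio in a 140 s read after ATP addition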
V1aR counter: counter-screen for oxytocin receptor agonists: human V1a receptor agonists; CHO-V1R cells, Fluo-8 calcium fluorescence, agonist mode; 0% DMSO, 100% 3 nM vasopressin; activation, % at 3 µM; 0.25% of 320,000 active; AID 2797;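 active means activation above the mean activation of all tested compounds plus 3 SD, per screening run, cut at about 20% in these data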;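 further: signal is peak over basal fluorescence ratio across a 100 second FLIPR read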
CHO-K1 Ca ag: counter-screen for M1 agonists: effect in parental CHO-K1 cells; Fluo-8 calcium fluorescence; scaled to maximal ATP response, vehicle zero; activation, % at 3 µM; 0.48% of 360,000 active; in the data active means activation above about 15%;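 further: untransfected CHO-K1 host cells lacking M1 receptor as counterscreen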
CHO-K1 Ca antag: counter-screen for M1 antagonists: effect in parental CHO-K1 cells; ATP-induced calcium, Fluo-8 fluorescence; inhibition, % at 3 µM; 0.6% of 360,000 active; AID 602250;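 active means inhibition above a per-plate cutoff, the plate's mean sample inhibition plus 3 SD, cut at about 24% in these data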;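 further: 0% = DMSO plus EC80 ATP and 100% = DMSO alone without ATP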
Active calls of the source: *; . = no result given.

SMILES | OXTR agonist | TAAR1 antag | GPR7 antag | CHO parental Ca | OXTR potentiate | CHO-K1 Ca PAM | V1aR counter | CHO-K1 Ca ag | CHO-K1 Ca antag
COc1ccc(NC(=O)CC(c2ccc(F)cc2)c2ccc(OC(C)C)cc2)cc1 (stereo unspecified) | -1.2 | -20 | -8 | -11 | -10 | 20 | -0.3 | 2.8 | -8
Cc1ccc(N2CCN(CC(O)COc3ccc([N+](=O)[O-])cc3)CC2)cc1 (stereo unspecified) | 0.5 | 3 | 4 | -12 | -9 | 3 | 0.3 | 0.5 | -3
O=C(CSc1nnc(C2CC2)n1C1CC1)c1ccc(Br)s1 | 0.5 | 14 | . | -7 | -1 | 15 | 0.1 | -0.1 | -11
CCN(C[C@H]1N[C@@](CC)(C(=O)OC)[C@H]2C(=O)N(Cc3ccccc3)C(=O)[C@@H]12)C(=O)COc1ccccc1 | -1.0 | -9 | . | -26 | -2 | 14 | -0.2 | 1.5 | -22
Cc1ccnc(N2C3CCC2CC(O)(c2ccccc2)C3)n1 (stereo unspecified) | -0.9 | -4 | 0 | -10 | -5 | 16 | -0.5 | 1.5 | -12
CC1CCCC(C)N1C(=O)CSc1ncccn1 (stereo unspecified) | -0.3 | -15 | -12 | -1 | -2 | 4 | 0.6 | 1.2 | -10
CCN(CC)C(=O)CSc1nc2ccc(NC(=O)CSc3nnc(COc4ccccc4C)n3C)cc2s1 | -0.1 | 56* | -11 | -18 | -11 | -1 | 1.3 | 5.0 | 6
Cc1ccc(S(=O)(=O)N(CC(=O)N2CCC(C(N)=O)CC2)c2cccc(C(F)(F)F)c2)cc1 | -0.8 | -19 | -4 | -16 | -11 | 10 | -0.4 | 3.4 | -4
O=C(O)C1CCC(c2ccc(-c3ccccc3)cc2)CC1 (stereo unspecified) | 1.4 | -3 | -8 | -1 | 1 | 0 | 2.3 | -0.3 | 1
Cc1ccc(NC(=O)C2C3CCCC2C3c2ccccc2)cc1 (stereo unspecified) | -1.6 | 9 | 2 | -1 | -7 | 24 | -0.7 | -0.3 | -6
CN(C)C/C=C/C(=O)Nc1cccc(-c2c[nH]c3ncnc(Oc4ccc(NC(=O)CC(=O)Nc5ccc(F)cc5)cc4F)c23)c1 | 1.4 | . | . | 0 | -2 | 21 | 2.7 | 0.8 | -24
O=C1NC(c2ccc(Br)cc2)Nc2sc3c(c21)CCC3 (stereo unspecified) | -0.1 | 11 | 1 | -10 | -6 | 3 | 0.3 | -0.1 | 6
O=C(CCN1C(=O)c2ccccc2C1=O)OCN1C(=O)c2ccccc2C1=O | -0.6 | -2 | -9 | 8 | -10 | 14 | -0.8 | 1.7 | -24
O=C1c2c([N+](=O)[O-])cc([N+](=O)[O-])cc2S(=O)N1Cc1ccccc1 (stereo unspecified) | 0.7 | 4 | -17 | -7 | 2 | 5 | 1.0 | -0.2 | 4
Cc1ccc(S(=O)(=O)NC(=O)C2(C)CCN2C(=O)Cc2cccs2)nc1 (stereo unspecified) | . | 2 | . | . | . | 24 | . | 0.7 | -11
CN(CC(=O)Nc1ccc(F)c(F)c1F)C(=O)c1ccc2c(c1)S(=O)(=O)N=C1CCCCCN12 | 0.3 | -13 | . | -6 | -5 | 5 | 0.7 | 0.2 | -10
CCOCCCNC(=O)C(c1ccc(Cl)cc1)N1CCC2(CC1)OCCO2 (stereo unspecified) | 0.3 | -14 | -7 | -19 | -10 | -3 | -0.5 | 0.0 | 0
C[C@@H]1CN([C@H](C)CO)C(=O)CCCn2nncc2CO[C@@H]1CN(C)S(=O)(=O)c1ccccc1F | . | 1 | . | . | . | 21 | . | 0.7 | -14
Cc1ccc(OCC(=O)NCCCNC(=O)c2ccncc2)cc1 | 0.4 | -4 | -20 | -9 | 2 | -12 | 0.4 | 0.2 | 4
O=C(NCCCO)C(=O)Nc1cc2c3c(c1)CCN3C(=O)CC2 | -0.6 | -13 | 2 | -3 | -2 | -10 | 1.0 | 1.2 | -5
CC(C)C[C@H](NC(=O)[C@@H]1Cc2c([nH]c3ccccc23)C2c3ccccc3C(=O)N21)C(=O)N1CCC[C@@H]1C(=O)O (stereo partly specified) | -0.8 | 2 | -1 | -10 | -4 | 18 | 1.1 | -0.3 | -2
CCN(C(=O)CSc1nc2cc(C(=O)OC)ccc2c(=O)n1Cc1ccco1)c1cccc(C)c1 | -1.0 | 5 | -15 | -20 | -1 | -5 | -0.7 | -0.6 | 26*
CCOc1ccc(CN(C)C(=O)CNC(=O)c2ccc(Br)o2)cc1OC | 0.3 | -11 | 6 | -21 | 0 | 0 | 0.2 | 0.2 | -15
COc1cc(C(=O)NC(=S)Nc2cccc(-c3cc4ccccc4oc3=O)c2)cc(OC)c1OC | 0.0 | 26 | -2 | 4 | -21 | 24 | -0.3 | 1.1 | -11
COc1ccc(N2CCN(C(=O)CCC(=O)c3cc(C)sc3C)CC2)cc1 | -1.6 | 1 | -10 | -30 | -3 | 28 | 0.4 | 6.2 | -34
COc1ccc(NC(=O)COC(=O)CNS(=O)(=O)c2ccc(C)cc2)c(OC)c1 | -1.4 | 13 | 3 | -9 | -2 | 9 | 1.1 | 0.0 | -4
COc1cccc(C(=O)O[C@H]2[C@H](Cc3ccccc3)NS(=O)(=O)[C@H]3C[C@@H]4C=C[C@]23O4)c1 | 0.2 | -8 | . | 2 | -3 | -18 | 1.2 | 0.2 | -13
CCOC(=O)CCNC(=O)CCNC(=O)C(c1ccccc1)c1ccccc1 | 0.1 | -20 | -13 | -4 | 2 | 24 | 1.2 | 0.3 | -26
Cc1ncsc1C(=O)N1CCCC(CNS(=O)(=O)c2cccs2)C1 (stereo unspecified) | 0.4 | 7 | -13 | 3 | -11 | -12 | -0.1 | -0.3 | 4
CC(Oc1ccc(Cl)cc1)c1ccnn1S(=O)(=O)c1ccc(Cl)cc1 (stereo unspecified) | -0.4 | 22 | -8 | -13 | -14 | 4 | 1.7 | 0.4 | -5
Cc1cc(Cl)ccc1N(CC(=O)NCCSCc1ccco1)S(C)(=O)=O | 0.3 | -6 | -1 | -15 | -16 | -8 | 0.3 | 0.2 | 3
O=C(N/N=C/c1cccnc1)c1ccc(F)cc1 | -0.6 | -4 | -8 | -4 | -2 | -4 | -1.7 | 0.0 | 0
CC1(c2nnc(-c3cccc(Cl)c3)o2)CC(c2ccc(OC(F)(F)F)cc2)=NO1 (stereo unspecified) | 2.4 | -12 | -6 | -13 | -2 | 4 | 1.4 | 0.5 | -13
CCOc1ccc(NC(=O)CSc2nc(-c3cccs3)cc(C(F)(F)F)n2)c([N+](=O)[O-])c1 | 0.4 | -28 | -12 | -1 | 5 | 22 | 1.1 | 1.8 | -12
Cc1cccc(Cl)c1NNC(=O)Nc1c([N+](=O)[O-])c(C)nn1C | 0.2 | -27 | 2 | -18 | -2 | -23 | 0.5 | 0.8 | 16
C/C(Cl)=C\Cn1c(Nc2ccccc2)nc2c1c(=O)n(C)c(=O)n2C | -1.8 | -3 | -5 | -58 | -4 | 10 | 0.3 | 0.3 | -15
COCCNC(=O)CC(=O)N/N=C/c1ccc(C(=O)OC)cc1 | 0.9 | -4 | -5 | -13 | -5 | 12 | 0.3 | 0.3 | -11
CCOC(=O)C1=C(COC(=O)c2ccc(C)s2)NC(=O)NC1C (stereo unspecified) | 1.2 | -3 | . | -9 | 3 | -13 | 0.3 | 0.1 | 14
CCC1(O)C(=O)OCc2c1cc1n(c2=O)Cc2cc3cc(O)ccc3nc2-1 (stereo unspecified) | . | -8 | . | . | . | -7 | . | 0.6 | 12
Cc1cc2c(c(C)nn2-c2ccccc2)c(=O)o1 | -2.2 | -10 | -14 | -22 | 1 | 16 | 0.1 | 5.6 | -6

Among those listed so far, these contain bromine.
SMILES | OXTR agonist | TAAR1 antag | GPR7 antag | CHO parental Ca | OXTR potentiate | CHO-K1 Ca PAM | V1aR counter | CHO-K1 Ca ag | CHO-K1 Ca antag
O=C(CSc1nnc(C2CC2)n1C1CC1)c1ccc(Br)s1 | 0.5 | 14 | . | -7 | -1 | 15 | 0.1 | -0.1 | -11
O=C1NC(c2ccc(Br)cc2)Nc2sc3c(c21)CCC3 (stereo unspecified) | -0.1 | 11 | 1 | -10 | -6 | 3 | 0.3 | -0.1 | 6
CCOc1ccc(CN(C)C(=O)CNC(=O)c2ccc(Br)o2)cc1OC | 0.3 | -11 | 6 | -21 | 0 | 0 | 0.2 | 0.2 | -15

Entries from the list above that have a COOH group:
SMILES | OXTR agonist | TAAR1 antag | GPR7 antag | CHO parental Ca | OXTR potentiate | CHO-K1 Ca PAM | V1aR counter | CHO-K1 Ca ag | CHO-K1 Ca antag
O=C(O)C1CCC(c2ccc(-c3ccccc3)cc2)CC1 (stereo unspecified) | 1.4 | -3 | -8 | -1 | 1 | 0 | 2.3 | -0.3 | 1
CC(C)C[C@H](NC(=O)[C@@H]1Cc2c([nH]c3ccccc23)C2c3ccccc3C(=O)N21)C(=O)N1CCC[C@@H]1C(=O)O (stereo partly specified) | -0.8 | 2 | -1 | -10 | -4 | 18 | 1.1 | -0.3 | -2

Further compounds
SMILES | OXTR agonist | TAAR1 antag | GPR7 antag | CHO parental Ca | OXTR potentiate | CHO-K1 Ca PAM | V1aR counter | CHO-K1 Ca ag | CHO-K1 Ca antag
COC(=O)C1=C(C)N(C)C(=S)NC1c1ccc(OC)cc1OC (stereo unspecified) | -0.6 | -10 | -5 | -8 | -7 | 7 | -0.2 | 0.0 | -7
Cc1oc(-c2ccccc2F)nc1CS(=O)CC(=O)NCCN1CCCCC1C (stereo unspecified) | -0.7 | 11 | -17 | -19 | -10 | 0 | 0.5 | -0.2 | -11
Nc1ccc(-c2ccc(N)cc2C(F)(F)F)c(C(F)(F)F)c1 | -2.3 | 2 | -12 | -15 | -9 | 17 | 1.0 | 0.8 | -5
O=C(c1ccco1)N1CCN(C(=O)c2ccc(-c3ccc([N+](=O)[O-])cc3)o2)CC1 | 0.2 | -25 | . | -13 | -5 | 7 | 0.9 | 0.1 | 9
CCOc1ccc(CN(C)C(=O)CNC(=O)c2sc3ccccc3c2Cl)cc1 | -1.4 | -19 | . | -18 | -2 | 4 | -0.4 | -0.3 | -11
Cc1cccnc1NC(=O)Nc1cccc(F)c1 | . | -8 | . | . | . | 21 | . | 0.1 | -12
CCOc1ccc(N2C(=O)Nc3ccccc3C2(O)C(=O)NCc2ccc(F)cc2)cc1 (stereo unspecified) | 0.7 | -14 | -1 | 5 | -2 | 22 | 0.6 | 1.9 | -12
COc1ccc(OCC(=O)Nc2ccccc2C(=O)NC(C)C)cc1 | -1.1 | 18 | -6 | -7 | 0 | 6 | -0.3 | 1.1 | 6
COc1ccc(S(=O)(=O)NC(CC(=O)O)c2ccco2)cc1 (stereo unspecified) | -0.8 | 0 | -1 | -5 | -3 | 8 | -0.3 | 0.0 | 2

High-throughput results as filed in PubChem.
